Screening data as filed in PubChem BioAssay.
Xi reactivation: reactivates the inactive X chromosome in mouse fibroblasts; XiGFP mouse fibroblasts, % GFP-positive cells imaging, 3 d; cells co-treated with 5-aza-dC sensitizer; scaled so ellipticine positive control = 100%; activation, % at 7.58 µM; AID 743238; 0.055% of 360,000 active;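 active means mean normalized replicate activation at least 10% and every replicate at or above 10%; inconclusive means only one of the two criteria met; inactive means mean below 10% and not all replicates reach 10%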;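 further: 0% = median of on-plate neutral control wells and 100% = ellipticine 6 µM median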
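System: 68-5-11 XiGFP fibroblast line; Timing: 3 days compound exposure; Compound dosing: one concentration, pinned; Benchmarks: positive control ellipticine, 6 µM final; Buffer or medium: DMEM containing 5-aza-dC.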
RAD52 inh: RAD52 (human) annealing inhibition | P43351 | recombinant RAD52 DNA annealing, FRET fluorescence | inhibition, % at 18.7 µM | 0.46% of 360,000 active | AID 651710;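 active means every replicate showing at least 50% inhibition; inconclusive means mean inhibition at least 50% but not in every replicate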
Target sequence (P43351 whole entry, looked up): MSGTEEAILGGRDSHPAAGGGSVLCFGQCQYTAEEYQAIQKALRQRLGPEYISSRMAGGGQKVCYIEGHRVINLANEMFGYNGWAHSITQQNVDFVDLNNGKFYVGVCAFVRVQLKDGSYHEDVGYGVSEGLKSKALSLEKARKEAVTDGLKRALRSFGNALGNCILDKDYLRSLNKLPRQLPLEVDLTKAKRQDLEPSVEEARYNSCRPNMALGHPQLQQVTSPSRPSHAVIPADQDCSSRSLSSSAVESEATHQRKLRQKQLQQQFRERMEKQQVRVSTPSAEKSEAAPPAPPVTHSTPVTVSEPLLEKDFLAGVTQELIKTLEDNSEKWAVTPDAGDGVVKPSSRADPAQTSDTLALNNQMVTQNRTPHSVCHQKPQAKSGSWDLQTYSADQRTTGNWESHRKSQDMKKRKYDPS
FN deposition inh: fibronectin deposition inhibition | inhibition, % at 12.6 µM | AID 743247 | AH1F fibroblasts, Alexa488-fibronectin deposition fluorescence, overnight | 0.086% of 350,000 active;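 active means mean inhibition across replicates of 30% or more, regardless of how many single replicates reach that level; inconclusive means mean under 30% yet at least half of replicates reach 30%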;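 further: positive control wells lacked labelled fibronectin entirely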
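Material: AH1F fibroblasts assembling fluorescent fibronectin matrix; amount: 10000 AH1F cells/well; medium: DMEM, 2% serum; reagent: Alexa488-fibronectin, 24 nM final in well; dosing: single compound dose, delivered by pin transfer; incubation: 1 h adhesion, overnight exposure; detection: fluorescence after three HBSS washes, excitation 485 nm, emission 525 nm; measure: fibronectin deposition inhibition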
EWS-Fli inh: EWS/Fli transcriptional activity inhibition. A673 NR0B1-luciferase reporter, viability-normalised. inhibition, % at 12.6 µM. 0.67% of 350,000 active. AID 651661;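 active means mean inhibition of at least 50% after viability correction, with every replicate also passing that limit; inconclusive means mean reaches 50% but only one of two replicates passes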;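 further: firefly luciferase signal divided by Alamar Blue viability fluorescence both relative to DMSO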
RAD54 branch: blocks human RAD54 Holliday junction branch migration; Q92698; FAM/BHQ fluorescence; inhibition, % at 10.4 µM; 0.14% of 360,000 active; AID 602329;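 active means mean normalized replicate activity at least 40 and at least half of replicates scoring 40 or more; inconclusive means only one of the two criteria met; inactive means mean below 40 and under half of replicates reaching 40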;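 further: 0% = median of neutral control wells and 100% = median of positive control wells; inhibitors cause a drop in the FAM fluorescence signal; in these data hits start at about 50%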
esBAF inh: inhibitors of esBAF chromatin remodeling in mouse ES cells; Bmi1-luciferase knock-in reporter, 24 h; 100% = twice the neutral-well signal; reporter increase, % at 12.5 µM; 2% of 350,000 active; in the data active means activation above about 40%; inconclusive means no clear call, values can overlap the other calls;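 further: 0% = median of the plate's neutral control wells and 100% = double that signal; a rise in the Bmi1 reporter signal indicates esBAF inhibition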
E-selectin induc: E-selectin induction on HUVECs; P16581; HUVEC E-selectin immunofluorescence imaging; normalized: neutral wells 0, TNF-alpha wells 100; activation, % at 7.58 µM; 0.37% of 260,000 active;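 active means mean E-selectin-positive cell signal at least 10% of the positive control, reached in at least 60% of replicates, without over 20% cell loss; inconclusive means no rule given, readout overlaps actives, possibly toxicity-flagged; inactive means the rest, including those meeting only one limit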;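 further: in these data hits start at about 27%; measured in HUVEC primary endothelial cells; signal is the percent of cells scored E-selectin positive by PE staining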
Target sequence (P16581 whole entry, looked up): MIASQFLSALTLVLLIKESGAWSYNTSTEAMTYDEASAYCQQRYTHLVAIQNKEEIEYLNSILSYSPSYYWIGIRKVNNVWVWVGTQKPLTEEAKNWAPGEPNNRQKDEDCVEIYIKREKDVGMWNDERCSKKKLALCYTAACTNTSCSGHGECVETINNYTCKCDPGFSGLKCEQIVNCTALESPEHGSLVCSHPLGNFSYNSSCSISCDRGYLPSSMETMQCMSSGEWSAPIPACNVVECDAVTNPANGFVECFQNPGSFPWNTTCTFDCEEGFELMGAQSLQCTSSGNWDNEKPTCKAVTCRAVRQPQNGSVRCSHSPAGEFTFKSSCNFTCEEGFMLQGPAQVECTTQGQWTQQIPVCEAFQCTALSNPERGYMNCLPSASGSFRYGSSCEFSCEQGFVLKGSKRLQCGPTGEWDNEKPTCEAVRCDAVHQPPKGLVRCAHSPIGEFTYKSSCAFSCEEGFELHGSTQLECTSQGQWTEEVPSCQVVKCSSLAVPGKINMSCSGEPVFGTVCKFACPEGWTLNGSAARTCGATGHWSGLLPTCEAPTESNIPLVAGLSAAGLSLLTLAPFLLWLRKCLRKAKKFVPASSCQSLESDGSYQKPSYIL
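assay system = HUVEC, human umbilical vein endothelial cells | input = 3,000 HUVEC seeded per well | medium = EGM-2 growth medium on 0.1% gelatin-coated wells | dosing = one compound dose added by pin transfer | signal = immunofluorescence imaging | read-out basis = % PE-positive cells | control set = TNF-alpha, DMSO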
S100A4 MyoIIA: S100A4-myosin IIA interaction inhibition; inhibition, % at 10.7 µM; S100A4/TAMRA-MyoIIA peptide fluorescence polarization; 0.14% of 360,000 active; P26447;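 active means mean inhibition of at least 70% across replicates, with every replicate also reaching that level; inconclusive means mean inhibition reaches 70% but some replicates fall short; inactive means mean inhibition below 70%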
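Compound dosing: one dose per compound; test system: human S100A4 monomer with TAMRA-labelled myosin IIA peptide; probe or stimulus: TAMRA-labelled myosin IIA heavy-chain peptide probe, 5 nM; medium: HEPES buffer with Ca2+, pH 7.2; schedule: 5 min incubation before reading; benchmarks: neutral control DMSO, positive control TFP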
* marks the source's active call; other numbers are inactive results; u = inconclusive; x = no result given.

1) CC(C)C[C@H]1CNC(=S)N1C[C@H]1CCCN1C[C@H](CC(C)C)N1C[C@H](Cc2ccc(O)cc2)N(CCc2ccccc2)C1=S
2) O=C(COC(=O)c1cc2ccccc2oc1=O)Nc1cccc(Br)c1
3) O=C(CNC(=O)c1ccccc1Br)N/N=C/c1ccco1
4) O=C(c1ccc(Oc2cc(Cl)cc(Cl)c2)o1)N1CCCCC1
5) Cc1ccc2ccccc2c1C(O)c1ncc(-c2ccc(C(F)(F)F)cc2)[nH]1 (stereo not given)
6) CC(C)Cn1nc(C(=O)Nc2cccc(C(=O)NC3CC3)c2)c2ccccc2c1=O
7) CC(C)c1cc(C(=O)N/N=C/C(Br)=C/c2ccccc2)n[nH]1
8) O=C(NCC1CCCO1)c1cc2c(s1)CCCC2 (stereo not given)

assay / entry	1	2	3	4	5	6	7	8
Xi reactivation	-0.1	0.9	0.0	-0.1	0.3	0.0	0.3	0.0
RAD52 inh	-30	5	-1	-15	-7	-2	-7	-13
FN deposition inh	x	-4	1	6	5	2	15	-3
EWS-Fli inh	19	5	x	2	3	-4	x	-69
RAD54 branch	2	-5	2	-6	1	-6	0	-3
esBAF inh	-5	1	0	16	x	6	5	u
E-selectin induc	-0.3	0.3	x	0.7	12	x	x	-0.3
S100A4 MyoIIA	-3	-3	-3	-1	-3	-1	-10	0

9) CCN1CCN(c2cc(C)c3cc(NC(=S)N4CCC5(CC4)OCCO5)ccc3n2)CC1
10) Cc1cccc(NC(=O)CCCN2C(=O)C(c3ccccc3)Oc3cccnc32)c1C (stereo not given)
11) COc1ccc(COC(=O)C2=C(C)NC(=O)NC2c2cc(Br)c(O)c(OC)c2)cc1 (stereo not given)
12) CCCC#Cc1cnc2c(c1)C(=O)N([C@H](C)CO)C[C@@H](C)[C@H](CN(C)C(=O)Nc1cccc(F)c1)O2
13) COc1ccc(CNC(=O)c2ccc3c(c2)N(C)C(=O)CS3=O)cc1 (stereo not given)
14) Cc1ccc(S(=O)(=O)N2CCOCC2)cc1NC(=O)COC(=O)Cc1ccc(Cl)cc1
15) COc1ccc(Cl)cc1C(=O)Nc1ccc(NC(C)=O)cc1
16) Cc1nc2ccc(NC(=O)c3ccc(Cl)c(S(=O)(=O)N(C)c4ccccc4)c3)cc2s1

assay / entry	9	10	11	12	13	14	15	16
Xi reactivation	0.6	0.1	0.1	-0.6	0.3	0.1	0.0	-0.1
RAD52 inh	56*	-8	-7	-16	-19	-7	-16	x
FN deposition inh	5	3	1	-8	-8	3	3	3
EWS-Fli inh	4	x	-1	-9	-16	0	0	x
RAD54 branch	u	x	1	5	11	-5	x	-13
esBAF inh	5	-5	4	9	16	0	x	2
E-selectin induc	0.0	57*	0.2	-0.1	-0.1	x	-0.1	x
S100A4 MyoIIA	4	-3	-1	-4	-3	-1	-11	x

17) CC(C)C#Cc1cnc2c(c1)C(=O)N([C@H](C)CO)C[C@H](C)[C@H](CN(C)C(=O)c1ccccn1)O2
18) Cc1ccc(NC(=O)CSCC(=O)Nc2cc(Cl)ccc2N2CCOCC2)cc1
19) C[C@@H]1CN([C@H](C)CO)C(=O)c2cc(NC(=O)Nc3ccc(C(F)(F)F)cc3)ccc2O[C@@H](C)CCCCO[C@@H]1CN(C)C(=O)Cc1ccccc1
20) O=C1NN=C2CCCCCC12 (stereo not given)
21) CC(C)(C)C1CCSC2=NCCC[C@]2(c2ccccc2)C1 (stereo not given in full)
22) O=C(c1ccc(-c2cccc([N+](=O)[O-])c2)o1)N1CCN(c2ccc([N+](=O)[O-])cc2)CC1
23) CCCNC(=O)N1[C@H](CO)[C@H](c2ccccc2-c2ccc(OC)cc2)[C@@H]1C#N
24) CC(NC(=O)Cc1ccccc1)c1ccccc1 (stereo not given)

assay / entry	17	18	19	20	21	22	23	24
Xi reactivation	0.1	-0.1	-0.2	0.1	0.0	0.4	0.1	0.0
RAD52 inh	10	-6	13	0	-3	-6	-4	3
FN deposition inh	-4	-8	x	5	-6	11	2	0
EWS-Fli inh	-1	2	-4	0	21	7	16	16
RAD54 branch	-2	x	11	-5	x	2	x	6
esBAF inh	0	x	-1	-9	x	6	x	-1
E-selectin induc	0.1	0.9	1.0	x	x	-0.3	0.1	3.8
S100A4 MyoIIA	8	-5	1	1	-1	-1	-6	-2

25) COc1ccc(N/C(N)=N/c2nc(C)cc(C)n2)c(OC)c1
26) COc1ccc(CCN2C(=O)c3ccccc3C2c2nnnn2-c2ccc3c(c2)OCCO3)cc1OC (stereo not given)
27) CC(C)NS(=O)(=O)c1ccc(NC(=O)C(C)OC(=O)CCCOc2ccccc2)cc1 (stereo not given)
28) CN(C)CCN(C)c1cc2c(c3c1ccn3C)C1CCC2O1 (stereo not given)
29) CCN(CC)CCNc1nc(-c2cccs2)c(CC(=O)O)s1
30) C[C@@H]1CN([C@H](C)CO)C(=O)c2cc(N(C)C)ccc2O[C@@H](C)CCCCO[C@@H]1CN(C)CC1CCCCC1
31) Nn1c(SCC(=O)NC2CCCCCC2)nnc1-c1ccco1
32) CCOc1ccc(S(=O)(=O)N(CC)CC(=O)NC2CCS(=O)(=O)C2)cc1 (stereo not given)

assay / entry	25	26	27	28	29	30	31	32
Xi reactivation	0.0	0.0	0.0	x	0.3	-0.5	0.1	0.0
RAD52 inh	9	-11	-9	49	88*	16	-19	-2
FN deposition inh	5	1	-7	-4	-1	x	x	-1
EWS-Fli inh	-3	9	-1	0	-2	-3	-5	3
RAD54 branch	x	x	-5	14	-2	7	-15	14
esBAF inh	x	x	x	0	-12	1	-4	3
E-selectin induc	x	1.0	x	-1.3	-0.1	0.0	1.1	x
S100A4 MyoIIA	4	-2	0	1	-4	7	1	-2

33) CCn1c(-c2ccc[nH]c2=O)nc2ccccc21
34) CSCCC(NC(=O)c1ccccc1)C(=O)N1CCCCCCC1 (stereo not given)
35) O=C(CCN1CCN(c2ccccc2F)CC1)Nc1ccc(F)cc1
36) COc1cccc(-n2c(C)nn(CCOc3ccccc3)c2=O)c1
37) Cc1ccnc(NS(=O)(=O)c2ccc(NC(=O)CN3C(=O)c4ccccc4S3(=O)=O)cc2)n1
38) O=C(Nc1ccn(CCCNCc2ccc3[nH]ccc3c2)c(=O)n1)OCc1ccccc1
39) CN(C)CC(=O)Nc1ccc2c(c1)[C@H]1C[C@H](CC(=O)NCc3cc(F)ccc3F)O[C@@H](CO)[C@H]1O2
40) O=[N+]([O-])c1ccc(Cl)c(C[n+]2cccc3ccccc32)c1

assay / entry	33	34	35	36	37	38	39	40
Xi reactivation	0.0	-0.1	0.1	0.2	-0.3	0.1	0.0	0.1
RAD52 inh	-14	-4	-4	-10	-7	-27	1	9
FN deposition inh	-4	0	1	-4	-11	10	x	4
EWS-Fli inh	12	-2	10	-12	-1	-3	-2	7
RAD54 branch	5	2	4	0	-3	-4	1	-17
esBAF inh	-4	1	-5	14	-10	5	-1	-2
E-selectin induc	-0.1	-0.3	-0.1	-3.5	0.0	-0.3	0.1	x
S100A4 MyoIIA	-1	-5	-12	1	-1	-20	-54	-3

41) COc1ccc(Cl)cc1S(=O)(=O)N1CCCC(C(=O)N2CCCC2)C1 (stereo not given)
42) C[C@H](CO)N1C[C@H](C)[C@@H](CN(C)C(=O)NC2CCCC2)Oc2ncc(-c3cccnc3)cc2C1=O
43) COc1ccc(C(=O)Nc2ccc(NC(=O)c3ccco3)cc2)cc1
44) O=C(NCC1CCCO1)/C(=C/c1ccc(Cl)cc1)NC(=O)c1ccccc1 (stereo not given)
45) O=C(Nc1ccc(S(=O)(=O)Nc2ccccn2)cc1)c1cccc(Br)c1
46) COc1ccc(-c2cnc3c(c2)C(=O)N([C@H](C)CO)C[C@@H](C)[C@@H](CN(C)C)O3)cc1
47) Cc1cccc(NC(=O)COc2ccc(/C=C\c3[nH]c(=O)[nH]c(=O)c3[N+](=O)[O-])cc2)c1
48) CN(C)C(=O)c1ccc(-c2ccc([C@@H]3[C@H](CO)N4CCCCN(C(=O)C5CCCC5)C[C@@H]34)cc2)cc1
49) COc1ccc(OC)c(S(=O)(=O)NCCCN2CCCC2=O)c1

assay / entry	41	42	43	44	45	46	47	48	49
Xi reactivation	-0.1	0.1	0.2	0.0	0.2	-0.9	0.2	x	0.2
RAD52 inh	-1	10	-7	-5	-18	11	-35	12	-20
FN deposition inh	-2	-3	-1	-4	x	-5	-4	x	2
EWS-Fli inh	3	-12	-9	-13	9	-7	-8	-13	4
RAD54 branch	4	5	x	x	0	5	x	-4	8
esBAF inh	0	-5	-3	x	-2	-10	x	x	x
E-selectin induc	-0.2	2.3	x	-1.1	0.3	0.2	x	x	0.0
S100A4 MyoIIA	-23	-18	-6	-1	-2	-6	1	-1	-2

Eight entries from above, arranged by SMILES length, rising.
49) COc1ccc(OC)c(S(=O)(=O)NCCCN2CCCC2=O)c1
40) O=[N+]([O-])c1ccc(Cl)c(C[n+]2cccc3ccccc32)c1
45) O=C(Nc1ccc(S(=O)(=O)Nc2ccccn2)cc1)c1cccc(Br)c1
44) O=C(NCC1CCCO1)/C(=C/c1ccc(Cl)cc1)NC(=O)c1ccccc1 (stereo not given)
47) Cc1cccc(NC(=O)COc2ccc(/C=C\c3[nH]c(=O)[nH]c(=O)c3[N+](=O)[O-])cc2)c1
42) C[C@H](CO)N1C[C@H](C)[C@@H](CN(C)C(=O)NC2CCCC2)Oc2ncc(-c3cccnc3)cc2C1=O
39) CN(C)CC(=O)Nc1ccc2c(c1)[C@H]1C[C@H](CC(=O)NCc3cc(F)ccc3F)O[C@@H](CO)[C@H]1O2
48) CN(C)C(=O)c1ccc(-c2ccc([C@@H]3[C@H](CO)N4CCCCN(C(=O)C5CCCC5)C[C@@H]34)cc2)cc1

assay / entry	49	40	45	44	47	42	39	48
Xi reactivation	0.2	0.1	0.2	0.0	0.2	0.1	0.0	x
RAD52 inh	-20	9	-18	-5	-35	10	1	12
FN deposition inh	2	4	x	-4	-4	-3	x	x
EWS-Fli inh	4	7	9	-13	-8	-12	-2	-13
RAD54 branch	8	-17	0	x	x	5	1	-4
esBAF inh	x	-2	-2	x	x	-5	-1	x
E-selectin induc	0.0	x	0.3	-1.1	x	2.3	0.1	x
S100A4 MyoIIA	-2	-3	-2	-1	1	-18	-54	-1
